STK33 kin inh: inhibitors of human STK33 kinase; inhibition, % at 12.5 µM; ADP-Glo luminescence, MBP substrate; Q9BYT3; 0.44% of 27,000 active; in the data active means inhibition above about 20%
Target sequence (Q9BYT3 whole entry, looked up): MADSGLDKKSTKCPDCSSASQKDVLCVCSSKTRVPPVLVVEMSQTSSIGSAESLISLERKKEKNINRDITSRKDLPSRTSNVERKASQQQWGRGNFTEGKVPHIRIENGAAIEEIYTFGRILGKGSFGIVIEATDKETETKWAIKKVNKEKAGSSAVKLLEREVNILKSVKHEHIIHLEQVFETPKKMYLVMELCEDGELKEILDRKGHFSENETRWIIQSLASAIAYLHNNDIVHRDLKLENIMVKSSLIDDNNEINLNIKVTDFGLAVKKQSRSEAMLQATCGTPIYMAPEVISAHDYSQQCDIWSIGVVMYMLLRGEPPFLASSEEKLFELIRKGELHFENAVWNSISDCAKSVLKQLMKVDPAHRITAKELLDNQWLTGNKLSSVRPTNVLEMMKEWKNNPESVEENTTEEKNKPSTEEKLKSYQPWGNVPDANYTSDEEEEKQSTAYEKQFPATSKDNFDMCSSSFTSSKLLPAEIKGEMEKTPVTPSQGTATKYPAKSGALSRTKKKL
mut p53 react: mutant p53 pathway reactivation. activation, % at 9.98 µM. 1.5% of 28,000 active. SW480 PUMA-promoter luciferase; in the data active means activation above about 52%
Starred values were filed as active, the others as inactive; . = no result given. An excerpt. The share of hits here may be higher or lower than overall.

SMILES | STK33 kin inh | mut p53 react
Cc1ccc(-c2nnc3c4ccccc4c(C)nn23)cc1S(=O)(=O)NC(C)c1ccccc1 (stereo not drawn) | -1 | -19
COC(=O)COc1cccc(NC(=O)c2ccccc2F)c1 | -2 | -3
CC1CC(=O)[C@]2(C)CC[C@]3(C)C(C(=O)C(O)C4[C@@]5(C)CC[C@H](O)C(C)(C(=O)O)C5CC[C@]43C)C2C1C (stereo partly drawn) | 0 | -87
COc1ccc(S(=O)(=O)Nc2ccc3c(c2)C(=O)N([C@@H](C)CO)C[C@@H](C)[C@H](CN(C)C(=O)Nc2cccc4ccccc24)O3)cc1 | . | 3
COc1ccc(OC)c(S(=O)(=O)N2CCC(C(=O)Nc3ccccc3F)CC2)c1 | -1 | -10
O=C(COc1ccc(Br)cc1)Nc1cccc(-c2nc3ncccc3o2)c1 | 9 | 73*
CCOC(=O)NC(=O)CSc1nnc(C)s1 | 0 | -20
COc1ccc(S(=O)(=O)NCC(=O)Nc2cccc(C)c2C)cc1OC | -6 | -13
COc1cc(S(=O)(=O)NCCN2CCOCC2)ccc1Br | -2 | -9
O=[N+]([O-])c1cccc(NC(=S)NCc2cn(-c3ccccc3)nc2-c2ccccc2)c1 | 1 | -14
Nc1nonc1C(=O)NCCNCc1ccc(F)cc1 | 1 | -12
O=C(C[C@H]1C[C@@H]2c3cc(NC(=O)c4ccc5c(c4)OCO5)ccc3O[C@@H]2[C@@H](CO)O1)NCc1ccc(Cl)cc1 | . | -4
CS(=O)(=O)N(CC(=O)Nc1cc(C(F)(F)F)ccc1Cl)c1ccccc1 | -5 | -6
COc1ccc([N+](=O)[O-])cc1NC(=O)COc1ccc(C(C)(C)C)cc1Br | 1 | -94
NC(=O)[C@@H]1[C@H]2C(=O)O[C@H](c3ccccc3)[C@H](c3ccccc3)N2[C@H](c2ccccc2OCCO)[C@@]12C(=O)Nc1ccc(C#CC3=CCCCC3)cc12 | 14 | .
COc1ccccc1CN1C(=O)c2ccccc2[C@@]2(Cc3ccccc3N(CCCN(C)C)C2=O)[C@@H]1c1ccc(CO)cc1 | 1 | .
C/C=C/c1cnc2c(c1)C(=O)N([C@@H](C)CO)C[C@@H](C)[C@H](CN(C)C(=O)Nc1ccc(C(F)(F)F)cc1)O2 | . | 9
C[C@H]1CN([C@@H](C)CO)C(=O)CCCn2nncc2CO[C@H]1CN(C)Cc1ccc(Oc2ccccc2)cc1 | -2 | -3
Cc1cc(C(=O)Nc2ccccc2C(=O)O)ccc1NC(=O)COc1cccc(C)c1C | -6 | 2
CS(=O)(=O)c1cc2cc(Cl)ccc2oc1=O | -1 | .

Single entries from the entries so far:
CS(=O)(=O)N(CC(=O)Nc1cc(C(F)(F)F)ccc1Cl)c1ccccc1 | mut p53 react: -6
C[C@H]1CN([C@@H](C)CO)C(=O)CCCn2nncc2CO[C@H]1CN(C)Cc1ccc(Oc2ccccc2)cc1 | STK33 kin inh: -2

(list continues)
SMILES | STK33 kin inh | mut p53 react
Cc1ccc(N(CC(=O)N2CCCCCC2)S(=O)(=O)c2c(C)noc2C)cc1 | . | 1
C[C@@H]1CN([C@H](C)CO)C(=O)c2cc(/C=C/c3ccccc3)cnc2O[C@H]1CN(C)C(=O)c1ccc2c(c1)OCO2 | . | -9
COc1ccc(C#Cc2ccc3c(c2)O[C@@H](CN(C)C(=O)CN2CCOCC2)[C@H](C)CN([C@H](C)CO)S3(=O)=O)cc1 | . | -12
Cc1cc(Cl)c(S(=O)(=O)N2CCN(c3ccccn3)CC2)cc1OCC(N)=O | -2 | -2
C[C@@H]1CN([C@H](C)CO)C(=O)c2cc(NC(=O)CCN3CCOCC3)ccc2O[C@H]1CN(C)C(=O)Nc1ccccc1 | -2 | -5
COc1ccc(S(=O)(=O)N(C)C[C@@H]2Oc3ccc(NC(=O)Nc4ccc(F)cc4)cc3CC(=O)N([C@@H](C)CO)C[C@@H]2C)cc1 | 1 | .
CCCC#Cc1cnc2c(c1)C(=O)N([C@H](C)CO)C[C@@H](C)[C@H](CN(C)C(=O)CCN1CCCCC1)O2 | . | 5
COC(=O)c1ccc(NC(=O)CSc2nnc(-c3cccnc3)n2-c2ccccc2)cc1 | 4 | 3
O=C(Cn1cnc2scc(-c3ccc(F)cc3)c2c1=O)Nc1ccc(F)cc1 | 0 | -15
C=CC[C@@]1(C(=O)NCc2ccccc2)N=C(c2ccc(OCCCO)cc2)O[C@@H]1c1ccccc1 | 0 | .
C[C@@H]1CN([C@H](C)CO)C(=O)Cc2cc(NS(=O)(=O)c3ccccc3)ccc2O[C@@H]1CN(C)S(=O)(=O)c1ccc(Cl)cc1 | 4 | .
CN(C)C(CC(=O)Nc1cccc(Cl)c1Cl)C(=O)O (stereo not drawn) | 5 | -4
C[C@H](CO)N1C[C@H](C)[C@H](CN(C)S(=O)(=O)c2ccc(F)cc2)Oc2ncc(C#CCN(C)C)cc2C1=O | -4 | .
C[C@@H]1CN([C@@H](C)CO)C(=O)c2cc(C#Cc3cccnc3)cnc2O[C@@H]1CN(C)C(=O)CC1CC1 | . | 9
CCc1ccccc1NC(=O)Cn1c(-c2nonc2N)nc2ccccc21 | 6 | -6
C[C@H]1CN([C@@H](C)CO)C(=O)c2cccc(NS(C)(=O)=O)c2O[C@H]1CN(C)Cc1ccc(Cl)c(Cl)c1 | . | 5
C[C@H]1CN([C@@H](C)CO)C(=O)c2cccc(NS(=O)(=O)c3ccccc3)c2O[C@@H]1CN(C)C(=O)Nc1ccc(C(F)(F)F)cc1 | . | 4
C[C@H](CO)N1C[C@H](C)[C@H](CN(C)S(=O)(=O)c2cccs2)Oc2ccc(NC(=O)NC3CCCCC3)cc2CC1=O | -2 | 8
COc1ccc(S(=O)(=O)N(C)C[C@@H]2Oc3ccc(NC(=O)C4CC4)cc3CC(=O)N([C@@H](C)CO)C[C@@H]2C)cc1 | 2 | .
O=C(COc1ccc(Cl)cc1)Nc1ccc(O)c(-c2nc3ccccc3o2)c1 | -1 | -81
Cc1ccc(S(=O)(=O)N(C)C[C@H]2OCc3cnnn3CCCC(=O)N([C@@H](C)CO)C[C@H]2C)cc1 | -4 | .
O=C(NCc1ccco1)c1cnn2c(C(F)F)cc(C3CC3)nc12 | 3 | 1
COc1cc2oc(-c3ccccc3)cc(=O)c2c(O)c1OC | 9 | 3
Cn1nc(-c2ccc(NCCN3CCOCC3)c([N+](=O)[O-])c2)c2ccccc2c1=O | -3 | 1
CCc1ccc(OCC(=O)Nc2sc3c(c2C(=O)OC)CCC3)c(Br)c1 | -5 | -2
CC1=CCC(C(=O)O)C(C(=O)Nc2ccccc2NC(=O)c2ccc(C(F)(F)F)cc2)C1 (stereo not drawn) | -2 | 108*
C[C@@H]1CN([C@H](C)CO)C(=O)c2cc(NC(=O)Nc3ccc(F)cc3)ccc2O[C@@H](C)CCCCO[C@H]1CN(C)Cc1ccc(C(=O)O)cc1 | . | 0
C[C@@H]1CN([C@H](C)CO)C(=O)c2cccc(NS(C)(=O)=O)c2O[C@H]1CN(C)CC1CC1 | . | 0
COc1ccc(S(=O)(=O)N(C)C[C@@H]2Oc3ccc(NC(=O)CCC(F)(F)F)cc3C(=O)N([C@H](C)CO)C[C@@H]2C)cc1 | -1 | -6
CC(C)CC#Cc1cnc2c(c1)C(=O)N([C@H](C)CO)C[C@@H](C)[C@H](CN(C)CC1CCOCC1)O2 | . | 11

Record cards, as listed above.
C[C@@H]1CN([C@H](C)CO)C(=O)c2cccc(NS(C)(=O)=O)c2O[C@H]1CN(C)CC1CC1 is listed as STK33 kin inh: .; mut p53 react: 0
CC1=CCC(C(=O)O)C(C(=O)Nc2ccccc2NC(=O)c2ccc(C(F)(F)F)cc2)C1 (stereo not drawn) is listed as STK33 kin inh: -2; mut p53 react: 108*
CCc1ccc(OCC(=O)Nc2sc3c(c2C(=O)OC)CCC3)c(Br)c1 is listed as STK33 kin inh: -5; mut p53 react: -2

Next results follow:
SMILES | STK33 kin inh | mut p53 react
C[C@@H]1CCCCO[C@H](CN(C)Cc2ccc(C(F)(F)F)cc2)[C@@H](C)CN([C@H](C)CO)C(=O)c2cc(NC(=O)NC3CCCCC3)ccc2O1 | 6 | .
N#CCc1ccc(NC(=O)CN2C(=O)c3ccccc3S2(=O)=O)cc1 | 5 | -13
Cc1nn(Cc2cccc(Oc3ccccc3)c2)c(C)c1NC(=O)c1nc2ncccn2n1 | 0 | -9
C[C@@H]1CN([C@@H](C)CO)C(=O)Cc2cc(NC(=O)Cn3cnnn3)ccc2O[C@@H]1CN(C)S(=O)(=O)c1ccccc1 | -1 | 0
O=C(COc1cccc2ccccc12)Nc1cc([N+](=O)[O-])ccc1O | -2 | 67*
C[C@@H]1CN([C@@H](C)CO)C(=O)c2cccc(NC(=O)C3CCOCC3)c2O[C@@H]1CN(C)C(=O)Nc1ccc(F)cc1 | . | -5
COc1cccc(-c2ccc3c(c2)O[C@@H](CN(C)Cc2cccnc2)[C@H](C)CN([C@H](C)CO)S3(=O)=O)c1 | . | -43
COCCCNC(=O)[C@@]1(C)c2ccccc2C(=O)N(Cc2ccc(OC(F)(F)F)cc2)[C@H]1c1ccc(CO)cc1 | -1 | .
C[C@@H]1CN([C@@H](C)CO)C(=O)c2cc(NC(=O)Cc3cn(C)c4ccccc34)ccc2O[C@@H]1CN(C)C(=O)NC1CCCCC1 | . | -3
COc1ccc(-c2cc(C(F)F)n3ncc(C(=O)Nc4cccc(S(=O)(=O)N5CCOCC5)c4)c3n2)cc1 | -2 | 10

Reformatted as comma-separated lines: three of the compounds above.
Molecule,STK33 kin inh,mut p53 react
C[C@@H]1CCCCO[C@H](CN(C)Cc2ccc(C(F)(F)F)cc2)[C@@H](C)CN([C@H](C)CO)C(=O)c2cc(NC(=O)NC3CCCCC3)ccc2O1,6,.
COCCCNC(=O)[C@@]1(C)c2ccccc2C(=O)N(Cc2ccc(OC(F)(F)F)cc2)[C@H]1c1ccc(CO)cc1,-1,.
O=C(COc1cccc2ccccc12)Nc1cc([N+](=O)[O-])ccc1O,-2,67*

(further entries)
SMILES | STK33 kin inh | mut p53 react
C[C@H](CO)N1C[C@H](C)[C@@H](CN(C)S(=O)(=O)c2ccccc2)Oc2ccc(NC(=O)c3ccncc3)cc2CC1=O | . | -1
O=C(O)c1cccc(NS(=O)(=O)c2cccc(C(=O)Nc3ccc(F)cc3)c2)c1 | -3 | -4
COCCOC(=O)N1C(=O)[C@@]2(c3ccccc31)[C@H](C(=O)NC[C@H](O)c1ccccc1)[C@H]1C(=O)O[C@H](c3ccccc3)[C@H](c3ccccc3)N1[C@@H]2c1ccc(OCCO)cc1 | 5 | .
Cc1ccc(S(=O)(=O)N(Cc2cc3cccc(C)c3[nH]c2=O)c2ccccc2)cc1 | -1 | -9
CCC(=O)NC(c1ccccc1OC)c1c(O)ccc2ccccc12 (stereo not drawn) | -2 | -3
Cc1noc(C)c1S(=O)(=O)Nc1ccc2c(c1)C(=O)N([C@H](C)CO)C[C@H](C)[C@H](CN(C)Cc1ccc(Cl)c(Cl)c1)OCCCC[C@@H](C)O2 | 3 | .
Cn1c(SCc2nc3ccccc3c(=O)[nH]2)nnc1-c1cc2cc(Br)ccc2o1 | 0 | -7
COC(=O)c1scc(C)c1NS(=O)(=O)c1ccc2c(c1)CCO2 | . | -2
C[C@@H]1CN([C@H](C)CO)C(=O)Cc2cc(NC(=O)Cc3ccccc3)ccc2O[C@@H]1CN(C)S(=O)(=O)c1cccs1 | -3 | -8
C[C@H](CO)N1C[C@H](C)[C@H](CN(C)S(=O)(=O)c2ccc(F)cc2)Oc2ncc(-c3cccc(C(=O)N(C)C)c3)cc2C1=O | . | -1
C[C@H]1CN([C@@H](C)CO)C(=O)Cc2cc(NC(=O)Cc3cn(C)c4ccccc34)ccc2O[C@@H]1CN(C)C(=O)Nc1cccc2ccccc12 | -6 | .
C[C@@H]1CCCCO[C@H](CN(C)Cc2ccc(C(=O)O)cc2)[C@@H](C)CN([C@H](C)CO)C(=O)c2cc(NC(=O)Nc3ccc4c(c3)OCO4)ccc2O1 | 2 | .
CC(C)NC(=O)N(C)C[C@@H]1OCCCC[C@@H](C)Oc2ccc(NC(=O)Cc3ccccc3)cc2C(=O)N([C@@H](C)CO)C[C@@H]1C | . | 0
C[C@H]1CN([C@@H](C)CO)C(=O)CCCn2cc(nn2)CO[C@@H]1CN(C)C | 1 | 3
CC1OCN(c2ccc(OC(F)(F)F)cc2)Cn2c1nc1ccc(Cl)cc12 (stereo not drawn) | . | -11
Clc1ccc(CSC(Cn2ccnc2)c2ccc(Cl)cc2Cl)cc1 (stereo not drawn) | 2 | .
CC(=O)c1cccc(-n2c(CCC(=O)O)ccc2-c2ccc(Br)cc2)c1 | -4 | -9
COC(=O)C(=O)CC(=O)c1c(F)c(F)c(OC)c(F)c1F | 0 | .
C[C@@H]1CCCCO[C@H](CN(C)C(=O)Nc2ccc(F)cc2)[C@H](C)CN([C@@H](C)CO)C(=O)c2cc(NS(=O)(=O)c3ccccc3)ccc2O1 | . | -22
C[C@@H]1CCCCO[C@H](CN(C)S(=O)(=O)c2cccs2)[C@@H](C)CN([C@H](C)CO)C(=O)c2cc(NC(=O)Nc3cccc4ccccc34)ccc2O1 | 0 | .
O=c1cc(-c2ccc(O)cc2)oc2c(C3OC(CO)C(O)C(O)C3O)c(O)c(C3OCC(O)C(O)C3O)c(O)c12 (stereo not drawn) | 3 | 1
C[C@@H]1CN([C@@H](C)CO)C(=O)Cc2cc(NS(=O)(=O)c3ccc(F)cc3)ccc2O[C@H]1CN(C)Cc1ccc(Oc2ccccc2)cc1 | . | -55
COc1cccc(C(=O)COc2cccc(NC(=O)c3ccc(Cl)c(Cl)c3)c2)c1 | 2 | 5
COC(=O)Nc1sc(C)c(C)c1C(=O)NCc1cccnc1 | 3 | -10
N#Cc1ccccc1NC(=O)COc1ccccc1[N+](=O)[O-] | -2 | 30
COc1ccc(OC)c(NC(=O)C(=O)NCc2ccco2)c1 | 0 | 27
